High-throughput results: PubChem BioAssay, The Scripps Research Institute Molecular Screening Center
FBW7 act: human FBW7 E3 ligase activation, primary screen | AlphaScreen FBW7–phospho-cyclin E peptide binding, activator screen | normalized activity (activation), % at 26.1 µM | 650,000 compounds, 0.13% hits | AID 1259310; in the data active = normalized activity above about 1.9%;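 note: purified mutant Fbw7 with reduced substrate affinity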
MITF primary: blocks human microphthalmia-associated transcription factor; O75030; AlphaScreen MITF homodimerization, bead proximity signal; inhibition, % at 2.6 µM; 650,000 compounds, 0.91% hits; AID 1259374; in the data active = inhibition above about 50%;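 note: 0% = vehicle wells with protein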
Target sequence (O75030 whole entry, looked up): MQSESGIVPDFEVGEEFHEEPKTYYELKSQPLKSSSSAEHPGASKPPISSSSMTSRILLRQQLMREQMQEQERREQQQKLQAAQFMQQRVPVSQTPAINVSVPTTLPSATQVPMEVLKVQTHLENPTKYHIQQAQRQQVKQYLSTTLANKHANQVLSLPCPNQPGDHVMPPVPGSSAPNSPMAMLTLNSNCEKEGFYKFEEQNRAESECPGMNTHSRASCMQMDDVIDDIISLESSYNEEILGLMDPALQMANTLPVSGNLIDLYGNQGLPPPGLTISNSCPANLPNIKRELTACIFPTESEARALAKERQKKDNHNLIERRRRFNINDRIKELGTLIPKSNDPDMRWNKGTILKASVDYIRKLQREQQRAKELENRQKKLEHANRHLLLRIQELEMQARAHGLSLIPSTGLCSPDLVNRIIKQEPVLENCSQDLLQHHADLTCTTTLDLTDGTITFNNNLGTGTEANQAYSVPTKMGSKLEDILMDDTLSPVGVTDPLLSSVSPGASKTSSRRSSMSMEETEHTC
GPR151 activ: activators of human GPR151; Q8TDV0; PathHunter beta-arrestin GPR151 cells, luminescence; activation, % at 11.2 µM; 650,000 compounds, 1% hits; AID 1508602; in the data active = activation above about 4.9%;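 note: 0% = median of compound wells and 100% = cells with positive control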
Target sequence (Q8TDV0 whole entry, looked up): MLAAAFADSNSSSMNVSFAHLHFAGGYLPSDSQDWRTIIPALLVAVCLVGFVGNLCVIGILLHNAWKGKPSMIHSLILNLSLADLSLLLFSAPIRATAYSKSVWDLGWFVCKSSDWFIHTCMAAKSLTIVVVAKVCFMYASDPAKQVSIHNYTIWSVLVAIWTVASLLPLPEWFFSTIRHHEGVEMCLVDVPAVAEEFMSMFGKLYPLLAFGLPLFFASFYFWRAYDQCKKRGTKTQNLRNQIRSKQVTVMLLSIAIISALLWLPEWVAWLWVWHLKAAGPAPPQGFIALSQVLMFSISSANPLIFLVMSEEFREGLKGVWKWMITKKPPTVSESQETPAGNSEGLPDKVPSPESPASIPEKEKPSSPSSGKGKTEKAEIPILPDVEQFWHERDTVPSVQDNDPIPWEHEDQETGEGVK
TEAD-YAP block: TEAD-YAP interaction inhibition. HEK-TIYL cells, TEAD-Gal4/YAP UAS-luciferase luminescence. inhibition, % at 9.12 µM. 640,000 compounds, 1.4% hits; in the data active = inhibition above about 32%;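 note: 0% = median of test compound wells and 100% = reference inhibitor wells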
An asterisk follows results filed as active; & = joins results of further samples.

SMILES | FBW7 act | MITF primary | GPR151 activ | TEAD-YAP block
O=C1N(c2ccccc2)C2CS(=O)(=O)CC2N1c1ccccc1Cl (stereo unspecified) | 0.0 | 2 | -0.8 | 6
O=C(O)CCN=C1CCCc2ccccc2N1 | -0.1 | 9 | -0.1 | 2
O=C(NNS(=O)(=O)c1ccc([N+](=O)[O-])cc1)c1ccccc1Br | 0.0 | -10 | -0.4 | -3
CC(=O)c1ccc(N2CCN(c3ccc([N+](=O)[O-])cc3F)CC2)c(F)c1 | 0.0 | 9 | -0.9 | -5
CC1CCc2nc(NC(=O)C(C)C)sc2C1 (stereo unspecified) | -0.2 | -1 | 2.6 | -39
CC(C)N(CCNC(=O)c1csc(Nc2cnccn2)n1)C(C)C | 0.0 | 8 | -0.1 | 8
CCC(Br)C(=O)Nc1ccc(OC)cc1 (stereo unspecified) | 0.2 | 3 | 0.2 | 1
CC12CCC(C(=O)NCc3ccccc3)(OC1=O)C2(C)C (stereo unspecified) | -0.1 | -15 | 5.3* | 7
CC(C)(C)NC(=O)c1nc(-c2ccccc2)n(-c2ccccc2)n1 | 0.1 | -14 | 0.2 | 3
CCCCc1ccc(C(=O)OCCCOC(=O)c2ccc(CCCC)cc2)cc1 | 0.2 | -12 | -0.4 | -5
Cc1nc2c(c(N3CCOCC3)n1)CN(S(=O)(=O)c1cccc(C#N)c1)CC2 | 0.2 | -8 | 2.3 | 6
CCc1ccc(NC(=S)N(Cc2ccc(C)cc2)Cc2cccnc2)cc1 | -0.5 | -1 | 0.0 | -8
Cc1ccc(N=C2CCCN2c2ccccc2)c(C#N)c1 | 0.0&0.6 | 1&-15 | -0.2&-1.5 | 3&2
O=c1c2ccccc2nc(SCc2ccc(F)cc2Cl)n1CC1CCCO1 (stereo unspecified) | -0.1 | -7 | 0.3 | -6
CCCOc1ccc(C2Nc3ccccc3NC3=C2C(=O)CC(c2ccc(OC)cc2)C3)cc1 (stereo unspecified) | -0.1 | -11 | 0.5 | -17
CCc1ccc(NC(=O)CSCC#N)cc1 | 0.1 | -1 | -0.1 | -9
CCc1cccc(CC)c1NC(=O)c1cc(C)on1 | -0.1 | 3 | 1.7 | -1
CCN(C(=O)CSc1ccc([N+](=O)[O-])cn1)c1ccccc1 | -0.1 | 6 | 4.6 | 11
CCC(=O)Nc1nc(C)c(-c2csc(Nc3cc(Cl)ccc3OC)n2)s1 | 0.0 | 13 | 0.3 | -1
COc1ccc(C(=O)COC(=O)c2ccc(OC)c(OC)c2)cc1OC | 0.6 | 19 | 0.2 | 5
Cn1c(CCNC(=O)CC2C(=O)NCCN2CC2CCCCC2)nc2ccccc21 (stereo unspecified) | 0.1 | 0 | -0.2 | 11
CCc1nnc2sc(/C=C/c3cccc(C(F)(F)F)c3)nn12 | -0.2 | 3 | 2.0 | -1
Cc1cc(C(=O)N=c2sc3ccccc3n2C)no1 | 0.1 | -1 | 0.8 | -73
CC1C2NC(=S)NC1(C)Oc1ccccc12 (stereo unspecified) | 0.0 | 8 | 7.4* | 1
O=C(Nc1ccc(F)cc1)N[C@H]1C[C@H]2C(=O)N[C@@H](CC3CCCCC3)C(=O)N2C1 | 0.6 | 23 | -1.1 | 2
Cc1ccc(C)c(NS(=O)(=O)c2ccc3[nH]c(=O)oc3c2)c1 | -0.1 | -17 | -1.3 | -4
Cc1ccccc1OCC(=O)Nc1cccc2nsnc12 | 0.3 | 10 | 1.6 | -6
Cc1cc(C)cc(NC(=O)CN2CC(=O)N3CCCC3C2=O)c1 (stereo unspecified) | 0.1 | 0 | -0.3 | -3
Nc1cc(=O)[nH]c(SCC(=O)c2ccc3c(c2)OCO3)n1 | 0.0 | -1 | -0.3 | 1
CCOc1cc([N+](=O)[O-])cc(/C=N/NC(=O)COc2cc(C)ccc2C)c1O | 0.1 | 2 | 0.8 | -2

5 records drawn at random from those above, as already listed:
SMILES | FBW7 act | MITF primary | GPR151 activ | TEAD-YAP block
Cc1cc(C)cc(NC(=O)CN2CC(=O)N3CCCC3C2=O)c1 (stereo unspecified) | 0.1 | 0 | -0.3 | -3
Cc1ccccc1OCC(=O)Nc1cccc2nsnc12 | 0.3 | 10 | 1.6 | -6
O=C(Nc1ccc(F)cc1)N[C@H]1C[C@H]2C(=O)N[C@@H](CC3CCCCC3)C(=O)N2C1 | 0.6 | 23 | -1.1 | 2
Cc1ccc(C)c(NS(=O)(=O)c2ccc3[nH]c(=O)oc3c2)c1 | -0.1 | -17 | -1.3 | -4
CCc1nnc2sc(/C=C/c3cccc(C(F)(F)F)c3)nn12 | -0.2 | 3 | 2.0 | -1

Additional results follow:
SMILES | FBW7 act | MITF primary | GPR151 activ | TEAD-YAP block
COC(=O)CSc1nnc(CNC(=O)c2cccs2)n1-c1cc(OC)ccc1OC | 0.1 | 17 | -1.3 | -6
O=C(Nc1ccccc1-c1ccccc1)C(F)(F)F | 0.0 | 12 | -1.0 | -7
CC1CC(C)CN(S(=O)(=O)c2ccc(C(=O)Nc3nc(-c4nc5ccccc5s4)cs3)cc2)C1 (stereo unspecified) | 0.0 | -6 | -0.2 | -8
O=C(CSc1nc2sc3c(c2c(=O)n1-c1ccccc1)CCC3)Nc1ccc2c(c1)OCCO2 | -0.2 | -10 | -0.6 | 2
COc1cc(C(=O)Nc2c(C)cc(O)cc2C)cc(OC)c1OC | -0.1 | -27 | 1.2 | -3
COc1ccc(NS(=O)(=O)c2cccc(C(=O)OCc3ccc(C#N)cc3)c2)cc1 | 0.1 | 15 | 0.9 | 16
CCNc1nc(NCC)nc(Oc2ccc(C(=O)OC(C)C(=O)OC)cc2)n1 (stereo unspecified) | 0.5 | 5 | -0.6 | 8
O=c1c2ccc(Cl)cc2[nH]c(=S)n1CCN1CCOCC1 | 0.1 | 0 | 1.9 | -4
C(=Nc1cnc2ccccc2c1)c1ccc2c(c1)OCO2 | 0.2 | 17 | 2.8 | -1
COC(=O)C(=O)/C=C(\O)c1c(C)cc(C)cc1C | -0.3 | 5 | 0.6 | -3
NS(=O)(=O)c1ccc(CNC2CC(=O)N(c3ccc(Br)cc3)C2=O)cc1 (stereo unspecified) | -0.1 | 6 | 1.2 | 10
N#C/C(=C\c1ccccc1Br)c1nc2ccccc2c(=O)[nH]1 | -0.1 | -8 | -1.0 | 1
O=C(NCC1CCCCC1)c1cccc(I)c1 | 0.1 | 6 | 0.1 | -11
COC(=O)COc1ccc(NC(=O)c2ccccc2Br)cc1 | 0.3 | -16 | -0.3 | 4
CC(C)(C)NC(=O)c1ccccc1Cl | 0.2 | 7 | -1.9 | 8
Cc1ccc(-c2nc(CCNS(=O)(=O)c3ccc(F)cc3)cs2)cc1 | 0.2 | 6 | 1.7 | 2
Cc1ccc2c(c1)N(CCCC(=O)NCc1cccc(Cl)c1)C(=O)CO2 | 0.0 | 6 | -0.5 | 4
O=C1c2ccccc2C(=O)N1OS(=O)(=O)c1cccc([N+](=O)[O-])c1 | -0.1 | 9 | -0.6 | 2
O=S(=O)(Nc1ccc(Cl)c2cccnc12)c1ccccc1 | -0.1 | 18 | -1.3 | 53*
CC(NC(=O)C(C)n1c2ccccc2c2cnn(C)c(=O)c21)c1ccccc1 (stereo unspecified) | 0.1 | -10 | -0.5 | 6
Cc1ccc(NC(=O)COC(=O)CN2C(=O)NC3(CCCC3)C2=O)cc1F | 0.0 | 1 | 2.2 | 2
O=C(NNC(=S)Nc1ccccc1)c1ccccc1[N+](=O)[O-] | 0.0 | -5 | 0.3 | -52
CC(C)c1nccn1S(=O)(=O)c1cccc(Cl)c1Cl | -0.1 | 0 | -0.6 | 3
O=C(CN(c1ccccc1Cl)S(=O)(=O)c1ccccc1)N1CCN(Cc2ccccc2)CC1 | -0.2 | 3 | 1.0 | 12
Cc1cc(C(=O)N2N=C(C3CC3)CC2(O)C(F)(F)F)c2ccccc2n1 (stereo unspecified) | 0.1 | 13 | -0.7 | -9
Cc1c(Br)c([N+](=O)[O-])nn1CC(=O)Nc1cc(C(F)(F)F)ccc1Cl | 0.7 | 2 | 0.2 | -2
CSc1nc2ccc3nc(NC(=O)c4ccc(S(=O)(=O)N(C)C5CCCCC5)cc4)sc3c2s1 | 1.2 | 9 | 1.0 | -5
COc1cc(/C=N\NC(=O)CN2CCN(C)CC2)cc2c1OCO2 | -0.1 | 51* | -0.3 | -6
CCCCN1C(=O)C(=O)C2=C(C)OC3(O)c4ccccc4C(O)(O)C213 (stereo unspecified) | -0.1 | -3 | -0.1 | 0
CCOC(=O)c1nnn(-c2nonc2N)c1CSc1nc2ccccc2s1 | -0.1 | 10 | -1.1 | 6

Single records, from the list above. Order of values: FBW7 act	MITF primary	GPR151 activ	TEAD-YAP block
`O=C(NNC(=S)Nc1ccccc1)c1ccccc1[N+](=O)[O-]` is listed as 0.0	-5	0.3	-52
`COc1cc(/C=N\NC(=O)CN2CCN(C)CC2)cc2c1OCO2` is listed as -0.1	51*	-0.3	-6
`CC(C)c1nccn1S(=O)(=O)c1cccc(Cl)c1Cl` is listed as -0.1	0	-0.6	3

Further compounds:
SMILES | FBW7 act | MITF primary | GPR151 activ | TEAD-YAP block
C=CCONC(=O)c1cnc2scc(C(C)(C)C)n2c1=O | 0.7 | 14 | -0.1 | 6
Cc1ccc(C(=O)Nc2c(C(=O)N3CCCCC3)cnn2-c2ccccc2)cc1 | 0.0 | -7 | -0.4 | -6
Cc1cc(C)cc(Cn2c(NCc3ccccc3)cc(=O)n(C)c2=O)c1 | -0.1 | 11 | 3.4 | 0
Cc1cccc(Nc2cc(NC3CCCCC3)c3noc4c3c2C(=O)c2ccccc2-4)c1 | -0.4 | 34 | -0.6 | 8
CCOC(=O)c1[nH]c(C)c(C(=O)OCC(=O)NC(=O)Nc2ccc3c(c2)OCCO3)c1C | 0.0 | -2 | -2.2 | 0
O=[N+]([O-])c1ccccc1S(=O)(=O)N1CCN(Cc2ccccc2Br)CC1 | -0.2 | 65* | 0.5 | 6
Cc1cc2[nH]c(=O)c(=O)[nH]c2cc1S(=O)(=O)NCc1ccccn1 | -0.1 | 11 | 2.9 | -1
C=CCNC(=O)/C(=C\c1ccccc1)NC(=O)c1ccc(Cl)cc1Cl | -0.1 | -10 | 0.3 | 4
N#Cc1ccccc1NC(=O)/C=C/c1ccc([N+](=O)[O-])s1 | 0.1 | 17 | 0.9 | 1
Cn1c(N)c(C(=O)c2cc(-c3ccncc3)nc3ccccc23)c(=O)n(C)c1=O | -0.1 | 3 | -0.4 | -10
O=C(NCCC1CCCCN1S(=O)(=O)c1cccs1)C(=O)Nc1cccc(F)c1 (stereo unspecified) | -0.1 | 0 | 1.4 | 5
CC(C)N(Cc1nccn1C)C(=O)Cn1nnnc1CN1CCCCCC1 | 0.1 | 22 | -0.2 | 8
CCN(Cc1ccccc1)C(=O)Cc1ccccc1 | -0.1 | -7 | 0.9 | -5
COc1ccc(C2CC(c3cccs3)=NN2C(=O)CSc2nnc(CNC(=O)c3ccccc3OC)n2-c2cccc(C)c2C)cc1 (stereo unspecified) | -0.2 | 8 | 0.2 | -6
C=CCSc1nc2sc3c(c2c(=O)n1-c1ccc(C)cc1)CCC3 | 0.1 | 4 | -0.2 | 10
CCOC(=O)C1=C2NC(=O)c3ccccc3N2C(=O)C1 | 0.4 | 20 | 1.4 | 7
N#Cc1ccccc1NC(=O)C(=O)Nc1ccccc1C#N | -0.1 | -6 | -1.3 | -14
CCCOc1ccc(C(=O)Oc2cccc3cccnc23)cc1 | 0.5 | 10 | -1.1 | 11
Cc1onc(-c2ccccc2)c1C(=O)Nc1ccon1 | 0.9 | 9 | 0.1 | 9
O=C(O)/C=C\C(=O)N(C1CC1)C1CCN(CCc2ccccc2)CC1 | 0.4 | 5 | 0.5 | 0
COc1ccc(OC)c(CN2CCc3nnc(CNC(=O)C4CCCN(C)C4)n3CC2)c1 (stereo unspecified) | -0.1 | 10 | -0.9 | 0
C=CCOC(=O)C1=C(C)NC2=C(C(=O)CC(C)(C)C2)C1c1cc(OC)c(OC)cc1Br (stereo unspecified) | 0.1 | 2 | 0.5 | -5
O=C(Nc1cccc2ncccc12)c1ccc([N+](=O)[O-])cc1Cl | 0.0 | 6 | -1.7 | -10
CCOC(=O)c1ccc(NC(=O)C/C(C)=N/NC(=O)c2ccc3ccccc3c2O)cc1 | 0.4 | 3 | 0.9 | -3
CN1CCN(C(=O)c2ccc(-c3nc(NCc4cccnc4)c4ncn(CCN5CCCC5=O)c4n3)cc2)CC1 | 0.1 | 10 | 0.5 | -8
CCC(C)NC(=O)CSc1nc2cc(C)ccc2cc1C#N (stereo unspecified) | 0.6 | 18 | -0.4 | -3
CC1=C(C(=O)Nc2ccc(C)cc2)C(c2ccc(N(C)C)cc2)n2ncnc2N1 (stereo unspecified) | -0.1 | 11 | -0.1 | -8
Cc1cc(C)c(C#N)c(SCC(=O)NCC(C)C)n1 | 0.1 | -12 | 1.0 | 6
O=C(Oc1ccc(F)cc1)N1CCN2C(=O)[C@H]3CCCN3C(=O)[C@H]2C1 | -0.1 | -7 | 1.8 | -10
O=S(=O)(Nc1ccc(OCc2ccccc2)cc1)c1ccc(Br)cc1 | 0.1 | 0 | 0.7 | -3
